From PubChem
INS promoter inh = inhibitors of insulin promoter-driven GFP, primary screen, imaging, TRM-6 cells (human fetal islet line), eGFP reporter, cell count. reporter expression induced with tamoxifen. inhibition, % at 2 µM. 0.9% of 130,000 active. AID 1273, 2008;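 active means inhibition above the mean plus 3 SD, with well images judged a real hit on visual review, cut at about 60% in these data, passing the limit was not always enough; inconclusive means inhibition over the cutoff but images rejected on review; inactive means inhibition not above the cutoff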
SDO1 yeast rescue = growth rescue of sdo1-depleted yeast, primary screen, S. cerevisiae, bone marrow failure model; S. cerevisiae sdo1-depleted JHY4D growth rescue, OD600 30 h; hits give high values; pdr5 snq2 efflux-pump mutant strain; z-score at 10 µM; 0.21% of 140,000 active; AID 817, 2007;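 active means z-score above 3 at both the 24 hr and the 30 hr optical density reads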;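 further: z-score against mean and SD of all compound wells on the same plate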
SDO1 yeast rescue Rescue 24 h = recorded beside SDO1 yeast rescue, whose call it bears; z-score; S. cerevisiae sdo1-depleted JHY4D growth rescue, OD600; measured here: growth rescue at 24 h;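 0 is the plate mean of compound wells and units are plate SD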
* hit, by the source's call; i = inactive; ? = inconclusive; . = not tested or not shown.

Values run as follows: SDO1 yeast rescue Rescue 24 h | SDO1 yeast rescue | INS promoter inh
(1) O=C(COc1ccc(Br)cc1F)NC1CCN(Cc2ccccc2)CC1
  -0.91 | -1.89 | -43.2
(2) CC(C)CNC(=S)Nc1ccc(Oc2ccccc2)cc1
  -0.85 | -1.12 | 35.3
(3) CN(C(=O)COC(=O)c1cc([N+](=O)[O-])ccc1N1CCCC1)C1CCS(=O)(=O)C1 (stereo not drawn)
  . | . | -36.6
(4) CCNC(=S)Nc1ccc(Cl)c(C(F)(F)F)c1
  0.24 | 0.08 | 57.1
(5) CCOC(=O)c1nnn(-c2nonc2N)c1CSc1ccccn1
  0.13 | -0.01 | .
(6) CN(C)C(CNC(=O)CCCOc1ccccc1)c1ccco1 (stereo not drawn)
  0.45 | 2.7 | 21.6
(7) C/C(N)=C(/C#N)C(=O)COC(=O)c1ccccc1Cc1ccccc1
  . | . | -41.7
(8) O=C(COc1ccc2c(c1)OCO2)Nc1ccccc1F
  . | . | 52.6
(9) CCOc1ccc(NC(=O)NCC2CCN(c3ccc(OC)cc3)C2)cc1 (stereo not drawn)
  0.34 | 0.14 | 16.7
(10) O=C1C(Nc2ccccc2)=C(NS(=O)(=O)c2ccccc2)C(=O)c2ccccc21
  -0.11 | -0.52 | 32.3
(11) CCCCNC(=S)Nc1ccc(SC(F)F)cc1
  . | . | 0.0
(12) CC(C)CNC(=O)CCCc1c[nH]c2ccccc12
  -1.37 | -1.3 | 57.1
(13) Cc1ccc(SCc2cc(=O)[nH]c(Nc3nc(C)c4ccc(C)cc4n3)n2)cc1
  0 | -0.22 | 10.3
(14) c1ccc2[nH]c(NCCCN3CCOCC3)nc2c1
  2.38 | 1.35 | -30.3
(15) COc1ccccc1OCc1ccc(C(=O)NCC2CCCO2)o1 (stereo not drawn)
  1.57 | 0.91 | .
(16) Cc1nc2c(Br)cc(Br)cc2cc1O
  -1.82 | -2.15 | 42.9
(17) Cc1n[nH]c(=O)nc1N1CCN(c2ccccc2)CC1
  0.4 | 0.5 | -6.2
(18) Oc1ccc2ccccc2c1C=Nc1cc(C(F)(F)F)ccc1N1CCCC1
  -0.55 | -0.09 | 7.1
(19) O=C(O)c1cc([N+](=O)[O-])c(NCCC2=CCCCC2)c([N+](=O)[O-])c1
  . | . | 50.0
(20) CCCOc1ccc(/C=N/Nc2cccc([N+](=O)[O-])c2)c(O)c1
  -0.6 | -0.98 | .
(21) O=c1oc2ccccc2c(Nc2cccc3ccccc23)c1[N+](=O)[O-]
  -1.37 | -1.66 | 26.7
(22) COC(=O)C1=C(C)NC(C)=C(C(=O)OC)C1c1ccc(OC(=O)c2oc3ccccc3c2C)c(OC)c1
  0.05 | 0.13 | 37.5
(23) COc1ccc(NC(=S)N2CCC(C(=O)N3CCCCCC3)CC2)cc1
  -0.1 | 0.29 | .
(24) CCOC(=O)Cn1c(=O)oc2cc(S(=O)(=O)Nc3ccc(F)cc3)ccc21
  -0.45 | -0.95 | .
(25) COc1ccc(OC)c2[nH]c(=O)c(CCNC(=O)c3ccc(S(=O)(=O)N4CCCC4)cc3)cc12
  -0.23 | 0.37 | -9.1
(26) O=C(CN1C(=O)C2C3C=CC(C3)C2C1=O)Nc1cccc(S(=O)(=O)N2CCCC2)c1 (stereo not drawn)
  -0.03 | 0.12 | 100.0*
(27) Cc1ccc2cccc(Oc3ncnc4scc(-c5ccc(Cl)cc5)c34)c2n1
  0.77 | -0.08 | .
(28) Cc1ccc(OCc2nnc(SCc3cc(=O)[nH]c4ccccc34)n2-c2ccccc2)cc1
  0.7 | 0.75 | -66.7
(29) Cc1cc2c(n1-c1ccc(Cl)cc1)CC(C)(C)CC2=O
  -1.47 | -1.15 | 26.7
(30) O=c1cc(CSc2nnc(-c3cccnc3)n2-c2ccccc2F)nc2sccn12
  -0.02 | 0.42 | -27.0
(31) O=C(NCCCN1CCOCC1)C(=O)NCC1CCCO1 (stereo not drawn)
  0.07 | 0.37 | -13.9
(32) COC(=O)c1oc2ccc(Br)cc2c1-n1cccc1
  -1.4 | -1.47 | .
(33) CC(C)c1cccc(C(C)C)c1NC(=O)COC(=O)[C@H](C)NC(N)=O
  . | . | 61.5
(34) Cc1ccc(P(=Nc2ccccc2)(N2CCOCC2)N2CCOCC2)o1
  1.16 | 1.34 | .
(35) Fc1ccc(N/N=C2/CC(c3ccccc3)Oc3ccccc32)c(F)c1 (stereo not drawn)
  0.5 | 0.37 | -16.2
(36) Cc1cc(C)n(-c2nc3c(c(=O)n(Cc4ccc(Cl)c(Cl)c4)c(=O)n3C)n2C)n1
  . | . | ?
(37) Cc1nnc(NCc2ccco2)s1
  -0.59 | 0.19 | 17.1
(38) Cc1ccc(C(=O)CSc2ncnc3sc4c(c23)CCC(C)C4)cc1 (stereo not drawn)
  1.77 | -0.29 | 8.1
(39) COC(=O)c1nn(Cc2ccccc2)c(=O)c2ccccc12
  -0.24 | -0.11 | 31.2
(40) CC(C)CNC(=O)NC(=O)COC(=O)c1cc(F)cc(F)c1
  -0.62 | 0.58 | -333.3
(41) COCCCC/C(=N\OCCN)c1ccc(C(F)(F)F)cc1
  1.92 | 1.58 | 0.0
(42) Brc1ccc(-c2csc3ncnc(-n4nnc5ccccc54)c23)cc1
  0.15 | -0.81 | -20.0
(43) Cc1ccc(S(=O)(=O)NCC(=O)OC2CCOC2=O)cc1 (stereo not drawn)
  -0.93 | 0.95 | .
(44) Cc1ccc(S(=O)(=O)N2CCN(C(=O)CC(C)C)CC2)cc1
  . | . | -3.7
(45) Cc1cc(C)n2cc(CSc3nc4cc(Cl)ccc4o3)nc2n1
  -0.88 | -0.88 | 27.3
(46) Cc1ccc(-n2c(Cc3cccn3C)nnc2SCC(=O)Nc2ccc3c(c2)OCO3)cc1
  -0.01 | -0.24 | .
(47) O=C(Oc1ccccc1N1C(=O)C2CC=CCC2C1=O)c1ccc(Br)cc1 (stereo not drawn)
  -1.09 | -0.6 | .
(48) COc1ccc2[nH]c3c(=O)n(Cc4ccc(C(=O)N5CCCC5)cc4)c(=S)[nH]c3c2c1
  . | . | -12.5
(49) O=c1[nH]c(N/N=C/c2ccccc2Br)nnc1-c1ccccc1
  -1.11 | -0.88 | -12.5
(50) CS(=O)Cc1cc(Oc2ccccc2)nc(-c2ccncc2)n1 (stereo not drawn)
  . | . | -7.7
(51) CCOc1ccc2[nH]c(=O)c(CN(Cc3ccco3)C(=O)c3cccc(F)c3)cc2c1
  0.14 | -0.46 | .
(52) O=C(NCCc1ccccc1F)C1CCCN1S(=O)(=O)c1ccccc1 (stereo not drawn)
  -0.84 | -0.19 | .
(53) CCCNC(=O)c1cccc(COCC(F)(F)C(F)F)c1
  -1.66 | -0.92 | -225.0
(54) CC1Oc2ccccc2N(CC(=O)N2CCCc3ccccc32)C1=O (stereo not drawn)
  -1.29 | -1.22 | .
(55) CS(=O)(=O)NCCCNc1ccc(Cl)cc1[N+](=O)[O-]
  0.11 | 0.76 | 20.8
(56) CCc1nnc(NC(=O)CSc2nnc(-c3ccc(OC)cc3)n2C)s1
  0.44 | 0.03 | 18.4
(57) COCCNC(=O)NC12CC3(C)CC(C)(CC(C)(C3)C1)C2
  . | . | -17.6
(58) c1ccc(COc2cccc(CN3CCN(c4ccccn4)CC3)c2)cc1
  -1.06 | -1.46 | -38.1
(59) Cc1ccc(S(=O)(=O)N2Cc3ccccc3CC2C(=O)Nc2ccc3c(c2)OCO3)cc1 (stereo not drawn)
  0.49 | -0.56 | -18.9
(60) CCOC(=O)c1c(C)nc(C)c(C(=O)OCC)c1-c1cccc(N)c1
  . | . | 0.0

(further entries)
Values run as follows: SDO1 yeast rescue Rescue 24 h | SDO1 yeast rescue | INS promoter inh
(61) Cc1occc1C(=O)Nc1ccc(OCc2ccccc2)cc1
  . | . | 3.7
(62) CCCCCCCCCn1c2c(c(=N)c3c1CCC3)CCC2
  -2.36 | -2.28 | -176.9
(63) Cc1c(C(=O)NCCc2ccc(S(N)(=O)=O)cc2)cccc1[N+](=O)[O-]
  . | . | 6.7
(64) COc1ccccc1-c1nnc(SCc2ccccn2)n1C
  -0.1 | 0.59 | -50.0
(65) CCOC(=O)c1c(C)[nH]c2cc(Br)c(O)cc12
  0.56 | -0.2 | 34.8
(66) CNC(=O)CSc1nnc(COc2ccc(Cl)cc2)n1CCOC
  -1.08 | -0.29 | .
(67) Oc1ccc(Nc2nc(N3CCCC3)c3ccccc3n2)cc1
  0.39 | 1.2 | .
(68) CC(C)OCC(O)CN (stereo not drawn)
  0.82 | 0.85 | -35.7
(69) CCCCN1CN(Cc2ccccc2)CNC1=S
  0.63 | 0.66 | 14.3
(70) Cc1ccc(NC(=S)Nc2ccc(C(C)C)cc2)cc1S(=O)(=O)N1CCCCCC1
  0.14 | -0.08 | 7.1
(71) COc1ccc(-c2cc(C(F)(F)F)c(C#N)c(SCC(=O)Nc3nc(C)co3)n2)cc1
  1.77 | 0.02 | -160.0
(72) O=C(CCS(=O)(=O)c1ccc(Cl)cc1)Oc1ccc2c(c1)OCO2
  0.97 | 1.59 | 11.5
(73) CC(=O)NCCOc1nc(N(C)C)nc(N2CCOCC2)n1
  2.86 | 1.92 | -48.4
(74) COc1ccc(C(=O)/C=C/Nc2cc(C)on2)c(OC)c1
  -0.79 | -0.3 | -42.9
(75) COc1ccccc1/C=N\N=C(\N)c1ccccn1
  0.42 | 0.91 | -61.5
(76) COc1ccc(NC(=O)CN(Cc2ccccc2)Cc2ccccc2)cc1S(N)(=O)=O
  1.15 | 0.98 | -3.3
(77) COCCn1c(SCc2c(F)cccc2Cl)nc2c1c(=O)[nH]c(=O)n2C
  -0.32 | -0.17 | -142.1
(78) CCOC(=O)/C(C#N)=C/NC(=O)NC(C)(C)C
  0.87 | 0.83 | 41.7
(79) CC1CCCCN1CC(=O)c1c(N)n(Cc2ccccc2)c(=O)n(C)c1=O (stereo not drawn)
  . | . | -91.7
(80) O=C(Cn1nnc2c(cnn2-c2ccccc2)c1=O)N1CCN(c2ccccc2F)CC1
  0.07 | 0.18 | -25.8
(81) COc1ccc(/C=N/Nc2snc(SC)c2C#N)cc1OC
  2.44 | 1.02 | -7.7
(82) CCCCNC(=O)CC1N=C2c3ccccc3N=C(SCC(=O)Nc3ccc(OC)cc3)N2C1=O (stereo not drawn)
  1.02 | -0.01 | -38.9
(83) CC(=O)Nc1ccc(NC(=O)c2ccc([N+](=O)[O-])cc2Cl)cc1
  . | . | 33.3
(84) CCCCC(=O)NC1(C(F)(F)F)C(=O)N(Cc2ccco2)C(C)=C1C(=O)OC (stereo not drawn)
  1.2 | 1.3 | -351.2
(85) COc1ccc(CCNC(=O)c2cnn3c(C(F)F)cc(C)nc23)cc1OC
  1.12 | 1.45 | .
(86) O=C(CNC(=O)c1cccs1)OCC(=O)c1ccccc1
  1.58 | 1.38 | .
(87) C(=N\Nc1nc(Nc2ccccc2)nc(Nc2ccccc2)n1)/c1cccnc1
  . | . | -22.2
(88) Cc1nn(C)c(C)c1CNC(=O)c1nn2c(c1Cl)NC(c1cccs1)CC2C(F)(F)F (stereo not drawn)
  0.19 | -0.18 | -28.2
(89) CC(NCc1cccs1)C(=O)NC1CCCCC1 (stereo not drawn)
  . | . | 33.3
(90) CCCS(=O)(=O)C(=C1Nc2ccccc2N1)S(=O)(=O)CCC
  1.88 | 1.68 | 23.7
(91) CCCCCCC1/C(=N/O)CCC1C(=O)OC (stereo not drawn)
  -0.28 | 0.13 | 63.0
(92) N#Cc1cc2c(nc1SCC(O)CS(=O)(=O)Cc1ccccc1)CCCC2 (stereo not drawn)
  -0.07 | 0.06 | -25.0
(93) O=C(c1ccccc1Oc1ccc(C(F)(F)F)cc1[N+](=O)[O-])N1CCOCC1
  0.14 | 0.19 | -34.4
(94) CC(C)OC(=O)CSc1nnc(CNc2nc(-c3ccccc3)cs2)n1C
  -0.08 | 0.05 | -35.7
(95) Cc1ccc(-n2cc(CN(C)Cc3nccn3C)c(-c3ccc(F)cc3)n2)cc1
  . | . | 8.3
(96) CCn1c(CCNC(=O)c2ccc(Cl)c(Cl)c2)nnc1SCCOc1ccc(OC)cc1
  -0.43 | -1.11 | .
(97) N#C/C(C(=O)N1CCOCC1)=C1/SC=C(c2ccccc2)N1c1ccccc1
  . | . | 40.0
(98) O=c1cc(N2CCc3ccccc32)[nH]c(=O)n1-c1ccccc1
  0.65 | 0.35 | i
(99) Cc1ccc(-n2c(CCc3ccccc3)nnc2SCC(=O)NCc2ccccc2)cc1C
  -0.32 | -1.52 | .
(100) O=C(Nc1nccs1)c1cc2c(s1)-c1ccccc1OC2
  1.05 | -0.26 | .

Results in sequence from the entries so far:
Entries 23–26 in SDO1 yeast rescue, in turn: 0.29, -0.95, 0.37, 0.12
Entries 23–26 in SDO1 yeast rescue Rescue 24 h, in turn: -0.1, -0.45, -0.23, -0.03

(list continues)
Values run as follows: SDO1 yeast rescue Rescue 24 h | SDO1 yeast rescue | INS promoter inh
(101) CN(C)S(=O)(=O)c1ccc(C(=O)Nc2ccc(F)cc2F)cc1
  1.21 | 0.25 | .
(102) O=C(CSc1nnnn1-c1ccc2c(c1)OCO2)NCc1cccs1
  -1.27 | -0.32 | -185.7
(103) CCOC(=O)N1CCC(n2c(SCC(=O)NCCc3ccc(S(N)(=O)=O)cc3)nc3ccccc3c2=O)CC1
  . | . | -42.9
(104) COc1ccc(-c2c(C)n([O-])c(C)c(C)[n+]2=O)cc1
  -0.42 | 0.2 | 17.1

Reformatted in transposed form: 3 of the compounds above
19: O=C(O)c1cc([N+](=O)[O-])c(NCCC2=CCCCC2)c([N+](=O)[O-])c1
1: O=C(COc1ccc(Br)cc1F)NC1CCN(Cc2ccccc2)CC1
53: CCCNC(=O)c1cccc(COCC(F)(F)C(F)F)c1
entry no.	19	1	53
SDO1 yeast rescue Rescue 24 h	.	-0.91	-1.66
SDO1 yeast rescue	.	-1.89	-0.92
INS promoter inh	50.0	-43.2	-225.0

The list is partial, so the mix of outcomes need not match the whole.
